Compound activity (PubChem)
KOR beta-arrestin-1: KOR agonists, beta-arrestin recruitment, primary screen, cell-based, luminescence, uHTS (AID 1777). KOR beta-arrestin recruitment, luminescence; higher % means a stronger effect. activation, % at 10 µM, or EC50 in µM where a hit was titrated. actives 0.02% (n = 280,000); in the data active = activation above about 50%, passing the limit was not always enough; also: a part of the inactive calls stands beside numbers as strong as those of hits
KOR beta-arrestin-2: KOR antagonists, beta-arrestin recruitment, cell-based, luminescence, uHTS (AID 1778) | KOR beta-arrestin recruitment, luminescence, antagonist mode; higher % means a stronger effect | actives 0.091% (n = 290,000) | inhibition, % at 10 µM; hits with a dose series show IC50 in µM; also: strong numbers were not always called active
GPR55 LPI antagonism: GPR55 antagonists blocking LPI-driven arrestin recruitment, primary screen, imaging, U2OS, beta-arrestin-GFP, LPI agonist (AID 2013) | U2OS GPR55 beta-arrestin-GFP translocation imaging, LPI antagonism; higher % means a stronger effect | one-dose inhibition, % at 10 µM; IC50 in µM for titrated hits | G-protein coupled receptor 55 (Homo sapiens) | actives 0.13% (n = 290,000);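 active = spots per cell inhibited over 60%, with over 100 cells counted and total cytoplasm intensity under 500,000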;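 also: U2OS cells stably carrying GPR55 and arrestin-GFP stimulated by 5 µM LPI near EC80; imaged beta-arrestin-GFP aggregate spots per cell after agonist stimulation; plate controls were LPI-stimulated DMSO wells for no effect and DMSO wells without LPI for full effect; some results filed as inactive read as strong as hits; confirmed hits need IC50 under 10 µM and bright autofluorescent wells are also inconclusive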
GPR55 beta-arrestin: GPR55 agonists via beta-arrestin recruitment, primary screen, imaging, U2OS cells, beta-arrestin-GFP redistribution (AID 1961). actives 0.048% (n = 290,000). G-protein coupled receptor 55 (Homo sapiens). U2OS GPR55 beta-arrestin-GFP redistribution imaging; higher % means a stronger effect. activation, % at 10 µM; hits with a dose series show EC50 in µM;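 active = activation above 40% with more than 50 cells counted in the well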;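 also: U2OS osteosarcoma cells stably expressing GPR55 and beta-arrestin-GFP; plate controls were DMSO negative control for no effect and LPI positive control for full effect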
NOD1 inhibition: NOD1 signaling inhibitors, primary screen, cell-based, luminescence, uHTS (AID 1578); NOD1-driven NF-kB luciferase reporter cells, luminescence; higher % means a stronger effect; inhibition, % at 4 µM, or EC50 in µM where a hit was titrated; actives 1% (n = 290,000); in the data active = inhibition mostly above about 36%, no sharp cut-off; inactive = mostly below about 34%;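 also: HEK-293T reporter cells stimulated with the NOD1 agonist gamma-tri-DAP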
Large T inhibition: SV40 large T antigen inhibitors, biochemical (AID 1903) | SV40 large T antigen ATPase/helicase inhibition assay; higher % means a stronger effect | inhibition, % at 20 µM, or IC50 in µM where a hit was titrated | actives 0.39% (n = 310,000); in the data active = a potency from the dose series; also: strong numbers were not always called active
HIV fusion peptide: inhibitors of HIV fusion peptide binding, primary screen, biochemical, uHTS, fluorescence dequenching (AID 1986). cell-free peptide binding, fluorescence dequenching, 30 min; higher % means a stronger effect. one-dose inhibition, % at 20 µM; IC50 in µM for titrated hits. actives 0.3% (n = 290,000); in the data active = inhibition mostly above about 52%, no sharp cut-off; inactive = mostly below about 76%; also: some results filed as inactive read as strong as hits
HEK293 NOD2/NF-kB: NOD2 signaling inhibitors, cell-based, luminescence, uHTS, HEK293 (AID 1566) | inhibition, % at 4 µM, or EC50 in µM where a hit was titrated | actives 0.63% (n = 290,000) | HEK293 NOD2/NF-kB luciferase reporter, luminescence; higher % means a stronger effect; also: many of its hits are not listed in these tables
Rac1 GTP hydrolysis: MgcRacGAP GTPase-activating activity inhibitors, confirmation, biochemical, ADP Hunter fluorescence. one-dose inhibition, % at 30 µM; IC50 in µM for titrated hits. actives 0.6% (n = 340,000). AID 624330, 2012. MgcRacGAP-stimulated Rac1 GTP hydrolysis, ADP Hunter fluorescence; higher % means a stronger effect; GST-tagged Rac1 F28L mutant substrate. Rac GTPase-activating protein 1 (Homo sapiens);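 active = first-screen hits whose inhibition reached a set limit at any dose in the follow-up dose series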;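 also: fluorescence reports GDP produced by GAP-driven GTP hydrolysis; strong numbers were not always called active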
Active calls of the source: *; . = not tested or not shown; [ ] = dose if it differs, or a comment. Rule as the data show it, unless noted: active = inhibition above about 50%; inactive = the rest.

KOR beta-arrestin-1,compound,KOR beta-arrestin-2,GPR55 LPI antagonism,GPR55 beta-arrestin,NOD1 inhibition,Large T inhibition,HIV fusion peptide,HEK293 NOD2/NF-kB,Rac1 GTP hydrolysis
0.4%,Cc1ccc(C)c(NS(=O)(=O)c2cc(C(=O)NCCC3=CCCCC3)ccc2C)c1,-20%,0%,-0.3%,9%,2%,1.6%,4%,7%
-5.1%,O=C(NC1CCCC1)c1cc(COc2ccc3ncccc3c2)on1,-11%,4%,-0.2%,27%,9%,2.0%,34%,-6%
-3.2%,Cc1ccc(C)c(NC(=O)CCn2cnnn2)c1,-2%,-30%,1.5%,-17%,24%,-1.8%,9%,6%
1.3%,Cc1ccc(-n2cccc2/C=N/n2cnnc2)cc1Cl,-10%,4%,-0.1%,-23%,9%,0.9%,-2%,9%
-1.2%,O=C(CCCSc1nc2ccccc2[nH]1)NCc1ccc(Cl)cc1,15%,-2%,-0.3%,25%,7%,-1.1%,19%,5%
2.5%,O=C(Cc1cccs1)Nc1cc(SCCO)cc([N+](=O)[O-])c1,-8%,-3%,0.1%,-29%,13%,0.7%,4%,2%
-1.0%,O=C(OCn1nnc2ccccc2c1=O)c1cccs1,5%,3%,0.7%,-14%,11%,-0.7%,-16%,5%
-1.1%,Nc1nonc1NN=C1CCCCC1,32%,-6%,-0.1%,-7%,-1%,-0.1%,-11%,-1%
-2.4%,CCOc1ccc(OCC)c(NC(=O)C2CCCN(S(=O)(=O)c3cccs3)C2)c1 (configuration not stated),-36%,5%,-0.1%,25%,5%,-3.3%,13%,7%
3.1%,COc1ccc(C(C(=O)Nc2ccc3c(c2)OCO3)N(C)C(=O)Cc2c[nH]c3ccccc23)cc1 (configuration not stated),-33%,7%,0.2%,-6%,4%,-1.0%,-37%,3%
-0.9%,COc1cccc(N2CCN(C(=S)Nc3cc(C)cc(C)c3)CC2)c1,-112%,19%,-0.3%,-14%,4%,-0.6%,-52%,8%
2.0%,O=C(Nc1ccccc1)C1CCCN1S(=O)(=O)c1ccc(Br)cc1 (configuration not stated),1%,10%,-0.1%,-15%,10%,2.8%,12%,3%
-0.5%,O=C1c2ccccc2C(=O)N1CCc1nc(-c2ccccn2)no1,-14%,4%,-0.1%,-24%,1%,0.4%,-8%,5%
-2.1%,CCn1c(N)c(C(=O)Nc2ccccc2C(=O)OC)sc1=S,9%,7%,-0.1%,17%,11%,2.4%,27%,5%
-12%,O=C(c1ccco1)N1CCN=C1SCc1cccc(Cl)c1,12%,-2%,-0.2%,-12%,5%,0.9%,-5%,0%
-8.2%,CCn1c(O)c(N=NC(=O)Cc2csc(N3CCOCC3)n2)c2ccccc21,26%,2%,0.3%,-34%,6%,-2.7%,-2%,9%
0.5%,Cc1cc(=O)nc2c3ccccc3n(C(C)C(=O)Nc3c(F)c(F)c(F)c(F)c3F)n12 (configuration not stated),-13%,1%,1.0%,-41%,1%,-1.1%,17%,8%
2.2%,CN1OC(COC(=O)c2ccccc2)CC1c1ccccc1 (configuration not stated),11%,2%,-0.2%,-37%,4%,-2.1%,-10%,5%
-5.7%,COC(=O)C(C)n1cnc2c(nnn2-c2ccc(F)cc2)c1=O (configuration not stated),-17%[20 µM],10%,0.0%,2%,9%,-1.0%,12%,9%
.,CC(C)c1ccc(Nc2ncccc2C(=O)O)cc1,-72%[20 µM],-2%,-0.1%,-23%,-2%,7.2%,-201%,4%

Part of the list above, with values ahead of the structure:
KOR beta-arrestin-1	KOR beta-arrestin-2	GPR55 LPI antagonism	GPR55 beta-arrestin	NOD1 inhibition	Large T inhibition	HIV fusion peptide	HEK293 NOD2/NF-kB	Rac1 GTP hydrolysis	canonical_smiles
-0.9%	-112%	19%	-0.3%	-14%	4%	-0.6%	-52%	8%	COc1cccc(N2CCN(C(=S)Nc3cc(C)cc(C)c3)CC2)c1
2.0%	1%	10%	-0.1%	-15%	10%	2.8%	12%	3%	O=C(Nc1ccccc1)C1CCCN1S(=O)(=O)c1ccc(Br)cc1 (configuration not stated)
-0.5%	-14%	4%	-0.1%	-24%	1%	0.4%	-8%	5%	O=C1c2ccccc2C(=O)N1CCc1nc(-c2ccccn2)no1
-2.1%	9%	7%	-0.1%	17%	11%	2.4%	27%	5%	CCn1c(N)c(C(=O)Nc2ccccc2C(=O)OC)sc1=S
-12%	12%	-2%	-0.2%	-12%	5%	0.9%	-5%	0%	O=C(c1ccco1)N1CCN=C1SCc1cccc(Cl)c1

Additional entries
KOR beta-arrestin-1,compound,KOR beta-arrestin-2,GPR55 LPI antagonism,GPR55 beta-arrestin,NOD1 inhibition,Large T inhibition,HIV fusion peptide,HEK293 NOD2/NF-kB,Rac1 GTP hydrolysis
-1.9%,CCc1ccc(CN2CCC(Oc3ccc(C(=O)NCc4ccccn4)cc3)CC2)o1,8%,-13%,0.3%,-9%,7%,-1.1%,14%,4%
4.2%,CCOc1ccc(NC(=O)C2CCCN(c3cnccn3)C2)cc1 (configuration not stated),-56%,-6%,-0.1%,-5%,8%,1.5%,2%,4%
2.5%,Cc1ccc(C)c(NC(NC(=O)c2ccccn2)C(Cl)(Cl)Cl)c1 (configuration not stated),11%,13%,0.1%,-14%,7%,-1.1%,14%,-23%
3.2%,CN(CC(=O)NCc1ccccc1)S(=O)(=O)c1cnc[nH]1,-15%,11%,0.2%,0%,9%,-0.6%,5%,-6%
4.1%,O=C(Cc1ccc(Br)cc1)OCC(=O)c1ccc2c(c1)OCCO2,-24%,11%,0.0%,-7%,1%,-1.5%,-1%,-12%
1.7%,CN(C)CCCNC(=O)C(=O)NCC1CCCO1 (configuration not stated),-22%,-2%,-0.3%,-9%,5%,1.5%,-8%,4%
1.5%,CN(CC(=O)Nc1ncn[nH]1)S(=O)(=O)c1cc(Cl)ccc1Cl,2%,3%,-0.2%,-14%,13%,0.8%,8%,10%
0.5%,O=C(c1cccc([N+](=O)[O-])c1)N1CC2C3C=CC(C3)C2C1 (configuration not stated),8%,14%,0.5%,-10%,15%,-3.0%,9%,-2%
1.8%,Cc1ccc(C(=O)NCCc2ccncc2)cc1,-21%,3%,0.4%,-13%,2%,-1.3%,-67%,3%
1.0%,CCC(=O)N1CCc2cc(S(=O)(=O)CCC(=O)NC(C)CC)ccc21 (configuration not stated),-13%,12%,0.6%,-25%,5%,0.8%,10%,8%
3.3%,CCOC(=O)CCC(=O)Nc1ccc(S(=O)(=O)N2CCCCC2)cc1,-2%,-20%,-0.3%,-32%,2%,0.5%,2%,-6%
-0.5%,CCOC(=O)C1CCN(C(=O)C2CCCN(S(=O)(=O)c3ccc(OC)c(Cl)c3)C2)CC1 (configuration not stated),-1%,23%,-0.1%,-4%,8%,0.8%,24%,14%
-4.0%,O=C(C1=C[C@H](c2ccc(Br)cc2)C[C@H](OCCCCO)O1)N1CCOCC1,5%,20%,0.1%,-10%,11%,4.1%,-3%,1%
-0.3%,CN(C)CCCNCC(=O)Nc1ccccc1N1CCOCC1,-2%,0%,-0.1%,-10%,-2%,4.5%,14%,24%
5.1%,O=C1C(=O)N(CCN2CCCCC2)c2ccccc21,14%,-2%,0.2%,-14%,4%,-0.1%,14%,11%
3.5%,COc1ccc(-c2nnc(-c3cc4c(ccc5ccccc54)oc3=O)o2)cc1,2%,13%,0.2%,-110%,8%,0.8%,7%,5%
-2.7%,Cc1ccc(C)c(NC(=O)C(Sc2nnc(-c3cccs3)o2)c2ccccc2)c1 (configuration not stated),9%,2%,-0.2%,-19%,10%,3.4%,5%,2%
-5.6%,COc1ccccc1NS(=O)(=O)c1ccc(C(=O)OCC(=O)NCc2ccco2)cc1,-7%,1%,-0.2%,-9%,11%,2.7%,9%,9%
2.5%,Cc1cccc(N2CCN(CCCNC(=O)c3ccc(NC(=O)C4=CSCCO4)cc3)CC2C)c1 (configuration not stated),-19%,11%,0.7%,-18%,8%,0.0%,9%,-16%
5.2%,FC(F)(F)c1cccc(NC(=S)Nc2cccc(NC(=S)Nc3cccc(C(F)(F)F)c3)n2)c1,-14%,14%,-0.1%,-14%,6%,0.3%,-19%,13%
.,CC(=O)c1ccc2noc(-c3ccccc3)c2c1,-60%[20 µM],-5%,-0.1%,-13%,9%,0.8%,22%,4%
2.9%,CN(CC(=O)Nc1ccc(F)c(Cl)c1)S(=O)(=O)c1ccc2c(c1)n(C)c(=O)c(=O)n2C,3%,6%,0.8%,29%,8%,-1.2%,4%,7%
-1.8%,COc1ccccc1Cn1c(CO)nc2ccccc21,8%,-2%,-0.3%,-5%,11%,-1.1%,24%,-1%
1.1%,Cc1ccc(S(=O)(=O)NCC(C)NS(=O)(=O)c2ccc(C)cc2)cc1 (configuration not stated),-2%,10%,-0.2%,-22%,19%,0.1%,1%,3%
5.4%,CCOC(=O)N1CCN(S(=O)(=O)c2cc(Cl)c(OC)cc2Cl)CC1,9%,2%,-0.2%,-31%,-20%,1.6%,1%,6%
-1.5%,Cc1ccc(S(=O)(=O)N2CCC(C(=O)N3CCCC3C(=O)N[C@@H](CC(C)C)C(=O)NCC(N)=O)CC2)cc1 (some centres not stated),-27%[20 µM],2%,-0.1%,-39%,5%,-0.6%,-4%,-6%
4.4%,Cc1nc(NC(=O)Nc2ccc(Cl)cc2)sc1C,-56%,-4%,0.0%,-48%,8%,-0.2%,-67%,3%
-0.8%,Cc1ccc(-c2csc3ncnc(Oc4cccc5ccc(C)nc45)c23)cc1,11%,4%,0.7%,46%,11%,2.8%,10%,10%
0.5%,O=S(=O)(Nc1nc2ccccc2nc1-[n+]1ccccc1)c1ccc(Cl)cc1,-22%,8%,0.2%,-4%,8%,14%,6%,3%
-3.1%,CC(=O)Nc1cccc(/C(C)=N/NC(=O)c2ccc(O)cc2)c1,4%,2%,-0.3%,-24%,24%,-2.0%,14%,1%
3.6%,O=C(CN1C(=O)NC2(CCCC2)C1=O)N1CCc2ccccc2C1,-15%,11%,-0.3%,-32%,9%,-2.3%,11%,13%

Some of the compounds tested; the hit share may differ from the screen's.
